From PubChem BioAssay
GPT2 inh: blocks human glutamate pyruvate transaminase 2; Potency, µM (highest dose often 57.7 µM), for inactives: at the highest dose activity change, negative = inhibition, usual class: inhibitors; 100,000 tested, 0.25% active; Q8TD30; Recombinant GPT2, coupled pyruvate oxidase/HRP Amplex Red fluorescence; further: potency means the concentration at half of the fitted maximal effect; nearly all actives have a fitted effect of over 60% in size; many of its hits are not listed in these tables
Target sequence (Q8TD30 whole entry, looked up): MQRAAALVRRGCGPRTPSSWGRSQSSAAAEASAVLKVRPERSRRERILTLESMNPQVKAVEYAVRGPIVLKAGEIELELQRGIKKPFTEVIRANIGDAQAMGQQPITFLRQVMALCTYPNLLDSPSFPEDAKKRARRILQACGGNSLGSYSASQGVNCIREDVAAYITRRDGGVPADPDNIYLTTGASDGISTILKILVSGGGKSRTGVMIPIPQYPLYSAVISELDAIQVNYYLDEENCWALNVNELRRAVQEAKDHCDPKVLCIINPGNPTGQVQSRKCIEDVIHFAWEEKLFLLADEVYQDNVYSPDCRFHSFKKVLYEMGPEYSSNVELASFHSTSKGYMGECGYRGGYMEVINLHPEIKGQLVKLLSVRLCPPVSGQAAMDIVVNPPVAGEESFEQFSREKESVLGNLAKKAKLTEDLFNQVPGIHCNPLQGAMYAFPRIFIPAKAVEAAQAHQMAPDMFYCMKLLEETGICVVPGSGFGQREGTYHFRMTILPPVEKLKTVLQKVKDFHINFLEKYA
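GPT2 10ng/uL, a-KG 250uM, L-Ala 2mM, HEPES pH7.5 + 0.0001% Tween; 30 min RT. Then Amplex mix (PO/HRP/ThPP), 30 min RT dark, fluorescence. AOA 50uM used as positive control.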
FLuc inh: Photinus pyralis luciferase inhibition; purified P. pyralis luciferase, luminescence, biochemical; 76,000 tested, 2.5% active; AID 1347043; P08659; Potency, µM (titrated, usually from 115 µM), without a hit: at the top dose activity change, negative = inhibition, hits mostly inhibitors; further: potency means the concentration at half of the fitted maximal effect; nearly all actives have a fitted effect of over 65% in size
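Purified P. pyralis luciferase (10nM final) in 50mM Tris acetate pH 7.5, 10mM Mg acetate, 0.01% Tween-20, 0.05% BSA with 10uM D-luciferin and 10uM ATP. Compounds titrated qHTS. Luminescence imaged on CCD.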
IP6K1 inh: inhibitors of human IP6K1; Q92551; IP6K1 kinase, ADP-Glo luminescence, 2 h; active compounds read low; activity change, % (series mostly up to about 58 µM); 140,000 tested, 0.81% active; in the data active means activity change below about -25%
Target sequence (Q92551 whole entry, looked up): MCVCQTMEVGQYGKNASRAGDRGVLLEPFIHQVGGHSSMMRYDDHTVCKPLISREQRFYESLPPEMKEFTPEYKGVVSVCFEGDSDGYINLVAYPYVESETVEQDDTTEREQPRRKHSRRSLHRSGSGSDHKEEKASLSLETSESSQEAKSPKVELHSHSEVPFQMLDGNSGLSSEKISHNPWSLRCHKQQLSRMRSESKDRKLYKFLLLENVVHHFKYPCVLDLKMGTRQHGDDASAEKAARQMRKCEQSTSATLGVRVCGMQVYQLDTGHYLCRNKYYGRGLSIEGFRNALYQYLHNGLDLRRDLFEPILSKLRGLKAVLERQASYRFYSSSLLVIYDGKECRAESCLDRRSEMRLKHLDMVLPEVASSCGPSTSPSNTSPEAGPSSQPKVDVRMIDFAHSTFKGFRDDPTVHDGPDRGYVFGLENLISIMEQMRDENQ
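ADP-Glo luminescence measures ADP made by human IP6K1 during a 2 h RT reaction with ATP/IP6 (mix at 1.3 mM/130 uM); top library doses 57.5 and 19.1 uM final.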
SNCA expr inhib: inhibitors of alpha-synuclein (SNCA) gene expression. Potency, µM (top dose mostly 57.2 µM), for the others: at the top dose activity change, negative = inhibition, actives largely listed as inhibitors. HEK-293 SNCA-luciferase knock-in, luminescence, 24 h. 140,000 tested, 0.17% active;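 further: potency means the concentration at half of the fitted maximal effect; plate controls were DMSO cells for no effect and cell-free wells for full effect; nearly all actives have a fitted effect of over 45% in size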
SNCA viab count: counter-screen for SNCA expression inhibitors: cell viability. Potency, µM (doses to about 57.1 µM), for the others: at the top dose activity change, negative = cytotoxicity, most hits filed as cytotoxic. AID 1671193. 150,000 tested, 0.12% active. HEK-293-SNCA-luc viability, GF-AFC fluorescence, 24 h;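 further: potency means the concentration at half of the fitted maximal effect; 0% = DMSO-treated cells and -100% = medium-only wells without cells; nearly all actives have a fitted effect of over 30% in size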
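HEK-293-SNCA-luc cells (1500/well) plated 24 h, then exposed 24 h to a dilution series; GF-AFC added 30 min at 37C, fluorescence 405/540 nm; normalised to medium-only and DMSO wells, Hill fit.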
3T3 cytotox: cytotoxic compounds in NIH 3T3 cells; NIH 3T3 viability, CellTiter-Glo ATP luminescence, 48-72 h; Potency, µM (series often up to 96.7 µM), for inactives: at the top dose activity change, negative = cytotoxicity, usual class: inhibitors; 94,000 tested, 4.3% active; further: potency means the concentration at half of the fitted maximal effect; nearly all actives have a fitted effect of over 55% in size
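Cytotoxicity was measured by CellTiter-Glo ATP luminescence after 48 or 72 h compound exposure at 37 °C. Mouse NIH 3T3 fibroblasts were seeded at 400 cells/well and dosed by 23 nL pin transfer.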
HEK293 tox: kills HEK 293 cells | HEK 293 viability, ATP luminescence (CellTiter-Glo), 48-72 h | 94,000 tested, 6.6% active | AID 1345083 | Potency, µM (doses to about 115 µM), without a hit: at the highest dose activity change, negative = cytotoxicity, actives largely listed as inhibitors; further: potency means the concentration at half of the fitted maximal effect; nearly all actives have a fitted effect of over 60% in size
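Read-out: CellTiter-Glo ATP luminescence. Cells: HEK 293, 250 cells/well. Exposure: 48 or 72 hr, 37 degree Celsius.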
An asterisk follows results filed as active; i = inactive; ? = inconclusive; . = not tested or not shown; & = joins results of further samples; [ ] = remark or other dose. Unless noted, the call rests on the fitted dose curve; in most records, active means well fitted curve in the direction sought with a large enough effect; inconclusive means small, poorly fitted or top-dose-only effect, or another doubt; inactive means no such curve, though single readings can be large; an effect the other way counts as inactive or inconclusive. Unless noted, on the % scale 0 is the no-effect control and ±100 the full control effect. These rows are one share of the data (hit frequency here may not be typical).

entry | structure | GPT2 inh | FLuc inh | IP6K1 inh | SNCA expr inhib
1 | CC(C)(C)CC(=O)N1CC[C@H]2COC(=O)N2c2cc(F)ccc2C1 | 2%[88.5 µM] | -5%[172 µM] | -2 | -10%[87.6 µM]
2 | O=C(c1n[nH]c2c1CN(Cc1cccnc1)CC2)N1CCOCC1 | -22% | -3% | -5 | -14%
3 | O=C(CCC[C@@H]1[C@H]2CCCN3CCC[C@@H](CN1C(=O)c1cccnc1)[C@@H]23)N1CCCC1 | i | 9% | -1 | -2%
4 | Cc1nn(-c2ccccc2)c2c1C(C)N(C1CCN(C(=O)C3CC3)C1)C2=O (stereo not given) | . | . | -2&0 | .
5 | COc1ccc(CN2C=C(C(=O)OCc3noc(-c4ccc(C)cc4)n3)C(C)=NS2(=O)=O)cc1 | i | -4% | 0 | -25%
6 | Cc1nn(CC(=O)NCc2ccccc2Br)c(=O)c2cc3occc3n12 | . | . | 35 | -12%
7 | CCc1ccc(NC(=O)Cn2c(=O)n(-c3cccc(OC)c3)c(=O)c3c(C)c(C(=O)N(C)C)sc32)cc1 | . | . | 22 | -16%
8 | CC(C)(C)C(=O)N1CCCN(Cc2ccc3c(c2)OCO3)c2ccccc21 | i | -2% | -4 | -11%
9 | Cc1ccc(C(CC(=O)Nc2ccc(F)cc2)c2c[nH]c3ccccc23)cc1 (stereo not given) | i | -14% | -11 | -17%
10 | CCCC1(C(=O)O)CCCN(S(=O)(=O)c2ccsc2C(=O)O)C1 (stereo not given) | i[11.5 µM] | 3% | -23 | 4%
11 | O=C(NC1CCC1)C1CCCN(C2CCN(C3Cc4ccccc4C3)CC2)C1 (stereo not given) | i | 9% | -7 | 28%
12 | CC(C)c1noc([C@@H]2C[C@H](NS(=O)(=O)c3ccc(F)cc3)CN2C)n1 | 3%[88.5 µM] | -1%[172 µM] | 12 | -11%[87.6 µM]
13 | COc1cc2nc(N(C)CCCNC(=O)C3CCCO3)nc(N)c2cc1OC (stereo not given) | -3%&2% | . | 6 | 5%
14 | O=C(Nc1ccc(F)cc1)C1CN(c2cccc(Cl)c2)C(=O)N1 (stereo not given) | i | 2%&4%[172 µM] | 0&-11 | -16%&11%[87.6 µM]
15 | CC1=C(C(=O)Nc2ccc(Cl)cc2)C(C(C)C)n2nc(SCc3ccc(Cl)cc3)nc2N1 (stereo not given) | . | . | -19 | 3%

entry | SNCA viab count | 3T3 cytotox | HEK293 tox
1 | -11%[87.6 µM] | 1%[174 µM] | 2%[172 µM]
2 | 3% | i | 8%
3 | 8% | -13% | -1%
4 | . | ? | ?
5 | 6% | ? | -27%
6 | -14% | . | .
7 | 4% | . | .
8 | -18% | ? | ?
9 | 7% | 45µM* | ?
10 | 4% | 2% | 4%
11 | 1% | i | i
12 | 8%[87.6 µM] | -14%[138 µM] | -18%[172 µM]
13 | -1% | . | .
14 | 1%&5%[87.6 µM] | ? | ?
15 | 7% | . | .

The last three records of the section above lead into the next.
entry | structure | GPT2 inh | FLuc inh | IP6K1 inh | SNCA expr inhib
13 | COc1cc2nc(N(C)CCCNC(=O)C3CCCO3)nc(N)c2cc1OC (stereo not given) | -3%&2% | . | 6 | 5%
14 | O=C(Nc1ccc(F)cc1)C1CN(c2cccc(Cl)c2)C(=O)N1 (stereo not given) | i | 2%&4%[172 µM] | 0&-11 | -16%&11%[87.6 µM]
15 | CC1=C(C(=O)Nc2ccc(Cl)cc2)C(C(C)C)n2nc(SCc3ccc(Cl)cc3)nc2N1 (stereo not given) | . | . | -19 | 3%
16 | CC(NC(=O)C1CCC1)C(=O)N1CCN(c2ccccn2)CC1 (stereo not given) | i | 9% | 2 | -15%
17 | COc1ccc(C2=CC(c3ccccc3Cl)n3nc(-c4ccc(C)cc4)nc3N2)cc1 (stereo not given) | . | . | -7 | -8%
18 | O=C(c1ccc(Cl)nc1)N1CCN(c2ccc3nnc(-c4ccccc4)n3n2)CC1 | . | . | 4 | .
19 | Cn1nccc1CCC(=O)N1CC[C@@]2(O)CCN(C(=O)C3CCC3)C[C@H]2C1 | 1% | 13% | -3 | -19%
20 | CSc1ccc(CCNC(=O)CN2C(=O)COc3ccc(S(=O)(=O)N4CCCCCC4)cc32)cc1 | . | . | 12 | ?
21 | COc1ccc2c(c1)CCN=C2C[C@H]1CN(C(=O)c2ccccc2)CC[C@H]1CC(=O)O | -13%[88.5 µM] | 13%[172 µM] | 21 | -18%[87.6 µM]
22 | O=C(NCc1ccc(F)cc1)c1ccc2nnc(-c3ccc(C(F)(F)F)cc3)n2c1 | -12% | . | -2 | 1%
23 | COCC(=O)N[C@H]1C[C@H]2C(=O)Nc3ccc(/C=C/c4ccccc4)cc3C(=O)N2C1 | -2%[88.5 µM] | -27%[172 µM] | -12 | 24%[87.6 µM]
24 | COc1cccc(CN2CCc3nc(N4CCN(c5ncccn5)CC4)ncc3C2)c1 | . | . | 1 | 13%
25 | NC(=O)c1ccc(NC(=O)C[C@H]2NC(=O)c3ccccc3NC2=O)cc1 | i | 15% | 14 | 8%
26 | Cc1ccc(C(=O)N2CCC3(CC2)CC(N2CCN(CC(C)C)CC2)CCO3)s1 (stereo not given) | -4% | 1% | -3 | 10%
27 | Cc1ccc(-c2cccc(CN3CCCC(NC(=O)c4ccc(Cl)cc4)C3)c2)cc1Cl (stereo not given) | i | . | -15 | 7%
28 | O=C(CCC1CCN(C(=O)c2ccccc2F)CC1)NCc1ccco1 | -16% | ? | 0 | 31%[activator]
29 | CCN1CC(c2ccccc2)CC2(CCN(C(=O)c3ccn(CC)n3)CC2)C1 (stereo not given) | i | 10% | 37 | -14%
30 | Cc1ccc(NC(=O)CSc2nc3ccc(NC(=O)c4cccs4)cc3s2)cc1 | . | . | 9 | -5%

entry | SNCA viab count | 3T3 cytotox | HEK293 tox
13 | -1% | . | .
14 | 1%&5%[87.6 µM] | ? | ?
15 | 7% | . | .
16 | 15% | i | 9%
17 | ? | . | .
18 | . | ? | -7%
19 | 3% | -2% | i
20 | ? | . | .
21 | -2%[87.6 µM] | -9%[174 µM] | -20%[172 µM]
22 | -9% | ? | ?
23 | -5%[87.6 µM] | ? | ?
24 | -5% | . | .
25 | 6% | ? | 3%
26 | 13% | i | 0%
27 | 23% | -18% | 2%
28 | -3% | -9% | -23%
29 | 1% | -13% | -14%
30 | -13% | . | .

The list goes on.
entry | structure | GPT2 inh | FLuc inh | IP6K1 inh | SNCA expr inhib
31 | Cn1cnc(C(=O)N2CCOc3ccc(CCC(=O)NCC4CC4)cc3C2)c1 | i | 1% | 17 | 3%
32 | COc1cc(C)ccc1OCCSc1nc2ccc(NC(=O)c3ccc(F)cc3)cc2s1 | . | . | 0 | 5%
33 | COc1cc(Cl)ccc1C(=O)N1CCC(OC2CCN(C)CC2)CC1 | i | -8% | -6 | 2%
34 | O=C([C@H]1CCCN1C(=O)C1CCCC1)N1CCC(N2CCOC2=O)CC1 | i | . | 6 | -1%
35 | O=C(NC1CC1)C1CCCN1Cc1ccc(-c2cncnc2)cc1 (stereo not given) | i | . | -11 | -10%
36 | O=C(c1cc(-c2ccccc2F)cc2c1OCCN2Cc1cccnc1)N1CCC1 | -2%[88.5 µM] | -13%[172 µM] | -4 | -2%[87.6 µM]
37 | CC(=O)Nc1ccc(-c2nnc3n2CCN(C(=O)C2CCCC2)C3)cc1 | . | . | -11 | .
38 | O=C1NCCOCCCN(C(=O)C2CC2)[C@H]2CCCC[C@@H]12 | -8% | -12% | 6 | 8%
39 | Cc1cccc(OC[C@H]2C[C@@H](NCc3nccn3C)[C@H](O)[C@@H]2O)n1 | 3% | 2% | 0 | -1%
40 | CCCCc1ccc(NC(=O)COc2cccc3c(=O)n(C)ccc23)cc1 | . | . | 9 | -26%
41 | Cn1cnc(S(=O)(=O)N2CCC(Oc3ncccc3C(=O)N3CCOCC3)C2)c1 (stereo not given) | i | 2% | 23 | -25%
42 | Cc1ccc(CN(C(=O)c2ccccc2F)c2ccccn2)o1 | . | . | 32 | 35%[activator]
43 | COc1ccc(OCC(=O)N2CCCC3(C2)Nc2cccnc2NC3=NC2CCCC2)cc1 (stereo not given) | ? | 4% | 17 | -12%
44 | Fc1ccccc1CN1CCNc2cnc(Oc3ccccc3)cc2C1 | -15%[88.5 µM] | 3%[172 µM] | -8 | -25%[87.6 µM]
45 | CCOc1ccccc1CNC(=O)CCCn1nc(C)c2sc3ccccc3c2c1=O | . | . | 20 | 0%

entry | SNCA viab count | 3T3 cytotox | HEK293 tox
31 | 3%[12.5 µM] | -25% | 0%
32 | -5% | . | .
33 | -2% | -28% | -21%
34 | 5% | -1% | -4%
35 | 15% | 0% | i
36 | -15%[87.6 µM] | ? | ?
37 | . | -13%[138 µM] | -12%[172 µM]
38 | 2% | -4% | 0%
39 | -4% | i | -5%
40 | 3% | . | .
41 | 7% | 3% | 8%
42 | -6% | . | .
43 | -13% | -17% | -21%
44 | 2%[87.6 µM] | ? | 79µM*
45 | 12% | . | .

Individual results from the entries so far:
no. 41 – 3T3 cytotox = 3%
no. 40 – SNCA viab count = 3%
no. 31 – HEK293 tox = 0%

The list continues:
entry | structure | GPT2 inh | FLuc inh | IP6K1 inh | SNCA expr inhib
46 | Cc1cccc(Oc2ccc3c(c2)Oc2ccccc2NC3=O)c1 | . | . | 1 | -3%
47 | CC(=O)NCCC(=O)N1Cc2ccccc2CC2(CCCCN2CC2CCNC2)C1 (stereo not given) | i | . | -1 | -11%
48 | Cn1nc(-c2ccc(N3CCCCC3)c(NC(=O)c3ccc(Cl)cc3)c2)c2ccccc2c1=O | . | . | -2 | 4%
49 | COc1ccc(NC(=O)c2ccc3c(c2)N(C)C2CCCN2C3=O)cc1OC (stereo not given) | i | -27% | -8 | ?
50 | CCc1ccccc1NC(=O)C1CCN(S(=O)(=O)c2ccccc2)CC1 | . | . | 0 | -17%
51 | Cc1cc(C)cc(N2CCN(c3cc(C4CC(O)C4)nc(C)n3)CC2=O)c1 (stereo not given) | i | -3% | 2 | -4%
52 | O=S(=O)(NC[C@@H]1CCNC[C@H]1O)N1CCCCCC1 | -1% | 0% | 10 | -24%
53 | COc1ccc(CNC(=O)CCn2ccn3nc4c(c3c2=O)CCCC4)cc1 | i | -7% | 1 | -8%
54 | COc1ccc(CCCN2C(=O)O[C@@H]3CN(S(=O)(=O)N4CCCC4)C[C@@H]32)cc1 | -6% | 4% | -2 | 6%
55 | CC(C)(C)OC(=O)N1CCC(c2c(C(=O)N3CCc4ccccc4C3)cnn2-c2ccc(Cl)cc2)CC1 | . | . | -15 | ?

entry | SNCA viab count | 3T3 cytotox | HEK293 tox
46 | 3% | . | .
47 | 7% | -1% | -3%
48 | -1% | . | .
49 | -15%[12.5 µM] | -29% | ?
50 | 6% | . | .
51 | -10% | -2% | -12%
52 | 4% | 1% | i
53 | -21% | i | 10%
54 | 0% | -27% | ?
55 | -21% | . | .
